P. falciparum M17LAP = P. falciparum M17LAP inhibitors, primary screen, biochemical, fluorogenic H-Leu-NHMec substrate, 1536-well (AID 1619); Leucine aminopeptidase (Plasmodium falciparum (isolate 3D7)); recombinant M17LAP, H-Leu-NHMec fluorogenic kinetic assay; higher % means a stronger effect; inhibition, % at 30 µM, or IC50 in µM where a hit was titrated; 220,000 compounds, 0.38% hits;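 active = compound inhibiting the enzyme by more than half at any dose during confirmatory dose-response retesting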;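 also: plate controls were full reaction with DMSO carrier for no effect and no enzyme background for full effect; strong numbers were not always called active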
M1AAP inhibition = P. falciparum M1AAP inhibitors, biochemical, fluorogenic H-Leu-NHMec substrate, 1536-well (AID 1445) | Aminopeptidase N (Plasmodium falciparum (isolate 3D7)) | recombinant M1AAP, H-Leu-NHMec fluorogenic kinetic assay; higher % means a stronger effect | inhibition, % at 30 µM; hits with a dose series show IC50 in µM | 220,000 compounds, 0.42% hits;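 active = primary inhibition above the hit cutoff, then over 50% inhibition at one or more dose response concentrations, cut at about 23% in these data, passing the limit was not always enough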;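 also: plate controls were DMSO full reaction for no effect and no enzyme background for full effect; strong numbers were not always called active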
human PMI inhibition = inhibitors of human PMI, primary screen, biochemical, fluorescence intensity, coupled assay (AID 1209); purified PMI enzyme, coupled fluorescence intensity; higher % means a stronger effect; inhibition, % at 20 µM; hits with a dose series show IC50 in µM; 190,000 compounds, 0.42% hits;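 also: plate controls were DMSO vehicle for no effect and wells lacking substrate for full effect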
LYP inhibition = inhibitors of LYP phosphatase, biochemical, fluorescence intensity, uHTS (AID 1779); Tyrosine-protein phosphatase non-receptor type 22 (Homo sapiens); recombinant LYP phosphatase, fluorescence intensity; higher % means a stronger effect; inhibition, % at 11.5 µM; hits with a dose series show IC50 in µM; 290,000 compounds, 0.054% hits;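 also: plate controls were vehicle with enzyme for no effect and no enzyme for full effect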
SIAH1 antagonists = Siah-1 peptide-binding antagonists, primary screen, biochemical, fluorescence polarization, rhodamine-plectin, uHTS (AID 1817); Siah-1 / rhodamine-plectin peptide fluorescence polarization; higher % means a stronger effect; E3 ubiquitin-protein ligase SIAH1 (Homo sapiens); one-dose displacement, % at 20 µM; IC50 in µM for titrated hits; 290,000 compounds, 0.02% hits;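 active = displacement of at least 50% at 20 µM, with a fluorescence ratio check between 0.3 and a set limit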;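 also: plate controls were Siah plus tracer with DMSO for no effect and tracer alone without Siah for full effect; strong numbers were not always called active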
AID2073 = inhibitors of Mint1-CaV2.2 protein interaction, biochemical, HTRF (AID 2073); Voltage-dependent N-type calcium channel subunit alpha-1B (Homo sapiens); inhibition, % at 20 µM, or IC50 in µM where a hit was titrated; HTRF protein-protein interaction, Mint1-CaV2.2; higher % means a stronger effect; 290,000 compounds, 0.19% hits; in the data active = inhibition mostly above about 51%, no sharp cut-off; also: some results filed as inactive read as strong as hits
XIAP antagonists = XIAP antagonists, biochemical, IAP family, fluorescence polarization (AID 1018); E3 ubiquitin-protein ligase XIAP (Homo sapiens); XIAP BIR domain, fluorescence polarization peptide displacement; higher % means a stronger effect; displacement, % at 20 µM; hits with a dose series show IC50 in µM; 200,000 compounds, 0.007% hits; in the data active = displacement above about 50%; also: a part of the inactive calls stands beside numbers as strong as those of hits
human PMI inhibitors = human PMI inhibitors, high substrate, primary screen, biochemical, fluorescence intensity, high mannose 6-phosphate (AID 1220). Mannose-6-phosphate isomerase (Homo sapiens). recombinant PMI enzyme, coupled fluorescence intensity; higher % means a stronger effect. inhibition, % at 20 µM, or IC50 in µM where a hit was titrated. 190,000 compounds, 0.66% hits
Dynein transport = inhibitors of GR-EGFP nuclear translocation, primary screen, dynein cargo transport inhibitor project, imaging, high-content, 3617.4 mouse cells | test concentration mostly 20 µM; stimulated with dexamethasone, 1 µM; active compounds read low | z-score, hits read low | 220,000 compounds, 0.47% hits | AID 1381, 2008;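 active = plate z-score of nuclear minus cytoplasmic receptor signal below a set negative limit, without overly bright fluorescence or cell loss, cut at about -3.5 in these data, passing the limit was not always enough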;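 also: z-score of nuclear minus cytoplasmic ring GR-EGFP intensity difference per well; some compounds called inactive have numbers as strong as hits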
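Also added – dexamethasone, 1.0 µM final · Buffer or medium – tet-free, stripped-serum medium · Schedule – induction 48 h, compound 1 h, agonist 30 min · Detection – formaldehyde fixation, Hoechst nuclear stain, 10x automated fluorescence imaging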
Dynein transport cytoplasmic EGFP = second read-out of Dynein transport, no call of its own (marks repeat the call); z-score; measured here: cytoplasmic GR-EGFP intensity; active compounds read high
Dynein transport nuclear GR-EGFP = second read-out of Dynein transport, no call of its own (marks repeat the call); z-score; measured here: nuclear GR-EGFP intensity;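 lower value marks the stronger effect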
Dynein transport cell count = further read-out of Dynein transport, marked with its call; z-score; measured here: cell count per field
Active calls of the source: *; x = not tested or not shown. Rule as the data show it, unless noted: active = inhibition above about 50%; inactive = the rest.

SMILES	P. falciparum M17LAP	M1AAP inhibition	human PMI inhibition	LYP inhibition	SIAH1 antagonists	AID2073	XIAP antagonists	human PMI inhibitors	Dynein transport	Dynein transport cytoplasmic EGFP	Dynein transport nuclear GR-EGFP	Dynein transport cell count
COc1ccc(-n2ncc3c(N4CCN(c5cc(C)ccc5C)CC4)ncnc32)cc1	-2%	1%	-6%	2%	3%	8%	-1.1%	-10%	-0.61	0.36	0.03	0.26
O=C(Nc1ccc(F)c([N+](=O)[O-])c1)c1ccc2c(c1)OCCO2	1%	3%	10%	-5%	6%	0%	-2.6%	8%	-1.1	-0.23	-0.49	0.92
COC(=O)c1ccc(Cn2cc(Cl)cn2)cc1	-2%	-6%	-8%	-13%	6%	-2%	-1.9%	-3%	0.85	-0.28	0.34	-0.64
COc1ccc(S(=O)(=O)N2CCCN(CC(=O)Nc3ccc(OC)c(Cl)c3)CC2)cc1	25%	7%	9%	-9%	0%	30%	-3.4%	3%	0.47	0.28	0.81	-2
O=C(COC(=O)Cc1ccccc1[N+](=O)[O-])NCc1ccc(F)cc1	1%	4%	0%	-2%	6%	-6%	-4.3%	-6%	-0.81	-0.2	-0.57	-0.22
CC(C)CC(=O)Nc1ccccc1N1CCOCC1	-13%	1%	-24%	-8%	-5%	30%	-3.9%	-17%	-0.34	-0.1	-0.29	0.46
CC(C)n1cc(C(=O)c2ccccc2O)cc(C#N)c1=O	19%	11%	-17%	-2%	6%	5%	-4.2%	3%	-0.66	-0.31	-0.24	0.69
CC(=O)c1ccccc1N(C(=O)c1ccco1)C(C(=O)NC1CCCC1)c1ccc(N2CCOCC2)cc1 (stereo unspecified)	-12%	2%	7%	-5%	-2%	2%	-7.4%	11%	0.25	-0.3	0.27	0.048
CCC(c1nnnn1Cc1ccc2c(c1)OCO2)N1CCN(c2ccccc2)CC1 (stereo unspecified)	5%	4%	24%	0%	3%	9%	-21%	13%	2.7	-0.33	1.9	-1.9
CCCC(C)C(=O)Nc1ccc(Cl)cc1Cl (stereo unspecified)	-5%	-2%	-8%	-9%	-1%	35%	-3.8%	-5%	2.1	-0.24	1	-0.37
CCOC(=O)C1=C(C)NC(=O)CC1c1cc2c(cc1Br)OCO2 (stereo unspecified)	1%	11%	1%	-4%	1%	-4%	0.5%	5%	-0.47	-0.16	0.25	-0.036
Clc1cccc(-c2cc3nc4c(c(NCc5ccco5)n3n2)CCCC4)c1	-1%	0%	16%	-4%	0%	7%	-19%	16%	0.4	-0.2	0.53	0.23

Looked up one by one from above, 3 records:
SMILES	P. falciparum M17LAP	M1AAP inhibition	human PMI inhibition	LYP inhibition	SIAH1 antagonists	AID2073	XIAP antagonists	human PMI inhibitors	Dynein transport	Dynein transport cytoplasmic EGFP	Dynein transport nuclear GR-EGFP	Dynein transport cell count
COc1ccc(S(=O)(=O)N2CCCN(CC(=O)Nc3ccc(OC)c(Cl)c3)CC2)cc1	25%	7%	9%	-9%	0%	30%	-3.4%	3%	0.47	0.28	0.81	-2
CCCC(C)C(=O)Nc1ccc(Cl)cc1Cl (stereo unspecified)	-5%	-2%	-8%	-9%	-1%	35%	-3.8%	-5%	2.1	-0.24	1	-0.37
COC(=O)c1ccc(Cn2cc(Cl)cn2)cc1	-2%	-6%	-8%	-13%	6%	-2%	-1.9%	-3%	0.85	-0.28	0.34	-0.64

(list continues)
SMILES	P. falciparum M17LAP	M1AAP inhibition	human PMI inhibition	LYP inhibition	SIAH1 antagonists	AID2073	XIAP antagonists	human PMI inhibitors	Dynein transport	Dynein transport cytoplasmic EGFP	Dynein transport nuclear GR-EGFP	Dynein transport cell count
CCOC(=O)c1c(C)c(C)n(Cc2cccc(OC)c2OC)c1C	6%	2%	-4%	2%	8%	-1%	-5.7%	4%	-0.49	0.62	0.38	0.21
COc1ccc(Cl)cc1C(=O)Nc1ccc(S(=O)(=O)N2CCCC2)cc1	5%	1%	-7%	-2%	1%	21%	-6.4%	-4%	-0.4	0.13	-0.026	1
O=C(CSc1ncccn1)c1ccccc1Br	-8%	-5%	0%	-4%	0%	-43%	-1.4%	-13%	-0.15	-0.24	0.6	-0.063
COC(=O)C1CSC(C(=O)OC)N1C(=O)CN1CCN(c2ccc(OC)cc2)CC1 (stereo unspecified)	-3%	-2%	-13%	1%	2%	-4%	-4.0%	-5%	1.3	-0.32	0.89	-0.15
CCn1c(/C=N/n2cnnc2)nc2ccccc21	-21%	10%	2%	-8%	2%	20%	2.7%	5%	-0.67	-0.4	-0.28	0.076
CC(C)(C)c1ccc(OCc2cnc(Cl)s2)cc1	-3%	4%	7%	-2%	0%	-4%	-1.4%	0%	-0.24	-0.27	-0.14	0.63
Oc1ccc(-c2nnc(-c3ccc(O)cc3)nn2)cc1	-6%	12%	6%	0%	3%	26%	-2.4%	9%	-0.87	0.23	-0.25	-0.02
O=C(Nc1nnc(CSCc2ccc(F)cc2)s1)c1cccc([N+](=O)[O-])c1	12%	-5%	8%	-4%	10%	8%	-12%	3%	0.66	-0.2	0.61	-0.85
[O-]/C(=C(\C(=S)Nc1ccc(SC(F)F)cc1)[n+]1cccc(CO)c1)c1ccc(Cl)s1	3%	4%	22%	0%	6%	43%	-6.9%	20%	-1.3	-0.37	-0.55	0.66
O=C(O)C(=O)Cc1c[nH]c2ccccc12	18%	10%	-19%	2%	-4%	9%	-4.4%	-4%	0.37	-0.23	0.77	-0.027
O=C(NC1(C(F)(F)F)C(=O)Nc2c1c(=O)[nH]c(=O)n2Cc1ccccc1)c1ccco1 (stereo unspecified)	26%	1%	5%	-5%	-1%	-3%	-1.9%	0%	0.21	-0.14	-0.51	-0.57
CC(C)CC(NC(N)=O)C(=O)NCCc1ccc(Cl)cc1Cl (stereo unspecified)	2%	0%	0%	-4%	11%	1%	-9.2%	3%	0.053	-0.29	0.34	0.69
COC(=O)c1cc2occc2n1Cc1nc(-c2ccccc2C)oc1C	16%	1%	-5%	-2%	7%	12%	-3.7%	1%	-0.63	-0.27	0.42	0.75
CCc1c(C(=O)Nc2ncn(Cc3cccc(C)c3)n2)csc1C	11%	6%	3%	-3%	2%	5%	-2.6%	2%	-0.25	-0.25	-0.12	-0.07
Cc1ccc(Nc2c([N+](=O)[O-])c(=O)oc3ccccc23)cc1C	x	x	10%	-3%	-1%	-3%	5.1%	13%	-0.45	-0.2	0.24	0.2
CCC(=O)Nc1ccc(Cl)c(NC(=S)NC(=O)c2cc3ccccc3o2)c1	3%	-2%	-2%	-8%	6%	-1%	-5.0%	-13%	0.43	0.3	0.53	-0.046
COc1ccc(CCNC(=O)CSc2nc(N)cc(=O)[nH]2)cc1OC	5%	-2%	1%	-3%	7%	-3%	-0.9%	-7%	-0.17	-0.24	-0.081	0.83
Cc1ccc(SCCNC(=S)Nc2cc(C)cc(C)c2)cc1	4%	4%	1%	-8%	1%	0%	-4.0%	2%	-0.81	-0.31	-0.15	0.47
CC(=O)N(C(C)=O)c1c(N2CCCC2)c2ccccc2oc1=O	18%	-1%	11%	-9%	-2%	4%	-13%	10%	3.7	-0.26	1.3	-0.86
COc1ccccc1NC(=O)CCSCCC(=O)Nc1ccccc1OC	7%	9%	4%	1%	4%	8%	-2.3%	4%	-0.25	-0.031	-0.26	0.72
CN1CCN(S(=O)(=O)c2ccc(N3CCc4ccccc4C3)nc2)CC1	0%	2%	4%	-6%	-4%	0%	-8.5%	8%	0.38	-0.27	0.19	-1.3
Cc1ccn(C(=O)c2cc3ccccc3oc2=O)n1	2%	3%	-8%	-6%	0%	-3%	-2.2%	-4%	0.99	-0.18	0.53	0.78
CCSc1nnc(NC(=O)COc2ccccc2[N+](=O)[O-])s1	8%	2%	-9%	-6%	0%	-2%	-6.7%	-8%	-0.22	0.21	0.14	0.11
CC(O)c1cccc(NC2=CC(=O)CC(C)(C)C2)c1 (stereo unspecified)	2%	2%	5%	-7%	-3%	3%	-6.1%	0%	-0.22	-0.23	-0.096	-0.3
COc1cc(Cl)nn(-c2ccccc2)c1=O	0%	1%	3%	-8%	-1%	-7%	-6.5%	-9%	3.2	0.062	2.1	-2.4
C=Cn1nc(C)c2ccccc2c1=O	7%	-1%	6%	4%	-1%	1%	-4.9%	-6%	-0.32	0.45	0.65	-0.16
CC1(C)CC(NC(=O)COc2ccc3ccccc3c2)CC(C)(C)N1	-5%	3%	7%	-11%	0%	2%	-3.3%	7%	0.89	-0.17	-0.55	-0.3
Cc1ccc(OCC(=O)n2cnnc2N)c(C)c1	-1%	10%	16%	-1%	1%	3%	-8.6%	4%	-1.1	-0.21	-0.61	0.81
Cc1cc(C)nc(-n2nc(C)cc2NC(=O)c2ccc3c(c2)OCO3)n1	x	x	0%	-5%	0%	20%	0.1%	4%	x	x	x	x
COc1ccc(OC)c(NC(=O)CSc2nnc(CNc3ccc(F)cc3)o2)c1	1%	-4%	8%	-7%	-5%	-2%	-0.7%	8%	-0.59	-0.18	-0.043	-0.072
CS(=O)(=O)Nc1cccc(S(=O)(=O)N2CCN(C(=O)c3ccccc3)CC2)c1	-7%	1%	x	-7%	-10%	5%	x	x	0.21	-0.26	0.54	0.7
O=C(CN1C(=O)C2C3C=CC(C3)C2C1=O)N1CC(=O)N(CCc2ccccc2)C(=O)C1 (stereo unspecified)	3%	0%	4%	-2%	5%	-1%	-2.9%	1%	-0.7	-0.31	-0.54	0.71
Cc1ccc(-c2nnc(N3CCOCC3)c3ccccc23)cc1S(=O)(=O)NCC1CCCO1 (stereo unspecified)	35%	10%	-9%	-2%	-1%	-1%	-6.4%	-7%	0.5	-0.19	0.61	-0.013
COc1cc(NC(=O)c2ccco2)c(OC)cc1NC(=O)CCC(=O)Nc1cc(C)ccc1C	-8%	12%	-1%	-7%	-2%	11%	-5.4%	7%	-0.41	-0.34	-0.13	-0.012
Cc1cc(C)c2ccc(Cl)cc2n1	0%	-4%	x	-8%	0%	-2%	x	x	-0.34	-0.22	-0.25	0.66
CCc1nnc(NC(=O)CSc2nnc(Cc3ccccc3)n2Cc2ccccc2)s1	20%	3%	10%	-2%	1%	11%	-17%	16%	0.1	-0.23	0.16	0.24
O=C(NCc1cccnc1)c1cccn1-c1ncc(C(F)(F)F)cc1Cl	3%	18%	2%	2%	21%	-11%	-3.5%	4%	-0.4	-0.31	-0.15	0.45

Assay outcomes deposited in PubChem BioAssay by several laboratories.
